DDE Tn7 FP inh = inhibitors of Tn7 peptide binding to human fibrin DD(E) | P02675 | FP displacement of FITC-Tn7 peptide from fibrin DD(E); 0% = median of compound wells per plate | inhibition, % at 8.3 µM | actives 0.13% (n = 370,000) | AID 720508;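 active = inhibition above the mean of compounds falling within the control limits plus 3 SD of them, cut at about 14% in these data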;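 also: 0% = plate median of compound wells and 100% = 10 µM Aha-Tn7 peptide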
Target sequence (P02675 whole entry, looked up): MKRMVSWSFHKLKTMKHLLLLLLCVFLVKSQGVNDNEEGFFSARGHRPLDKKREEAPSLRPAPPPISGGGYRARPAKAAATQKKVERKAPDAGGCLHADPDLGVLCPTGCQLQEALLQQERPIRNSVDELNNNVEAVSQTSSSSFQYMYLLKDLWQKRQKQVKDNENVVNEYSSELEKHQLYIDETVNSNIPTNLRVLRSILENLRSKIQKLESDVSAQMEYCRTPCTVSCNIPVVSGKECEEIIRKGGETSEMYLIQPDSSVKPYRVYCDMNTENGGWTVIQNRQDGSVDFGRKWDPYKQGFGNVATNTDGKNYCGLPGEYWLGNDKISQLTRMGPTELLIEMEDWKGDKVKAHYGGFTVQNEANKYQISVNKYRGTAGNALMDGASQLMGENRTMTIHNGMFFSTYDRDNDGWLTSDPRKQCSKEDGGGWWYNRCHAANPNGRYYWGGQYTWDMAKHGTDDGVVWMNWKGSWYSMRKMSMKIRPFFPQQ
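system = human fibrin DD(E) protein | quantity = DD(E) 2 µM final | medium = Tris/NaCl/CaCl2 buffer, pH 7.8 | also added = labelled Tn7 tracer, 0.1 µM | compound dosing = single point at 8.3 µM | timing = compound with protein 10 min, then 3 h after probe, room temperature | signal = FP measurement | benchmarks = Aha-Tn7 high control | repeats = one replicate per compound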
PLCg1 inh = inhibitors of human phospholipase C gamma1 | P19174 | purified PLC-gamma1, fluorogenic substrate, fluorescence | inhibition, % at 12.2 µM | actives 0.84% (n = 370,000); in the data active = inhibition above about 9.5%
ADAM17 inh = inhibitors of human ADAM17 | actives 0.83% (n = 370,000) | recombinant ADAM17, EDANS/DABCYL FRET peptide cleavage | AID 720648 | inhibition, % at 6.95 µM;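 active = inhibition above the mean of compounds lying between control limits plus 3 SD, set per campaign, cut at about 8.5% in these data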;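 also: 0% = DMSO-only wells as the low control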
PLCb3 inh = PLC-beta3 (human) inhibition, primary screen; inhibition, % at 12.2 µM; Purified PLC-beta3, fluorogenic substrate, fluorescence; actives 0.18% (n = 370,000); Q01970; in the data active = inhibition above about 11%;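 also: 0% = median of compound wells on plate and 100% = full blocker control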
ASAP1 inh = inhibitors of human ASAP1 ArfGAP activity; Q9ULH1; ASAP1-stimulated ARF1 GTP hydrolysis, GDP FP detection; inhibition, % at 16.5 µM; actives 0.19% (n = 360,000); AID 624377; in the data active = inhibition above about 25%;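 also: 0% = vehicle with enzyme and substrate and 100% = no enzyme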
Target sequence (Q9ULH1 325-724 limits assumed): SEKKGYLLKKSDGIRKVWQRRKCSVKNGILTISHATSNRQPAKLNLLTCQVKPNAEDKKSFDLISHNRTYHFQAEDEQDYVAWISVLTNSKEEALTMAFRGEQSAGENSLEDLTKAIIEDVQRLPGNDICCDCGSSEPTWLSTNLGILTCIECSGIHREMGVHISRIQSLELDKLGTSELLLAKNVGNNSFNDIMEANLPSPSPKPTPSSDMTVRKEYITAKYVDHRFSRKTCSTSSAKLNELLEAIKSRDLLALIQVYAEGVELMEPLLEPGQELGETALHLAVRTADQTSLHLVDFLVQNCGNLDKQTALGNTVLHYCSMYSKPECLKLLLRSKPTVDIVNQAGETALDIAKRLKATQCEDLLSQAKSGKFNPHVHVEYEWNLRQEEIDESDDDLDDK
Tn6 DDE FP = DD(E)-Tn6 binding inhibition, primary FP screen; AID 720509; P02675; Fibrin DD(E) TRITC-Tn6 fluorescence polarization displacement; actives 0.21% (n = 370,000); inhibition, % at 8.3 µM;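 active = inhibition above a per-campaign cutoff: mean of compounds within control limits plus 3 SD, cut at about 15% in these data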;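 also: 0% = median of all compound wells on the plate and 100% = blocking peptide control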
ADAM10 inh = inhibitors of human ADAM10; inhibition, % at 7 µM; actives 0.62% (n = 370,000); O14672; recombinant ADAM10, EDANS/DABCYL FRET peptide cleavage, 3 h; AID 720582;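 active = inhibition above a per-campaign cutoff equal to the mean of compounds falling between control-based bounds plus 3 SD, cut at about 20% in these data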;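 also: 0% = DMSO wells while the 100% control is not disclosed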
ARFGAP1 inhibitor = inhibitors of rat ARFGAP1 | Arfgap1-stimulated ARF1 GTP hydrolysis, GDP FP detection | inhibition, % at 16.5 µM | actives 0.26% (n = 360,000) | AID 651572;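 active = inhibition above a per-plate limit, mean inhibition of low control wells plus 3 SD, cut at about 25% in these data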;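 also: 0% = DMSO wells with enzyme and 100% = wells lacking Arfgap1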
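Material: rat Arfgap1 GAP domain (His6, aa 1-136), purified enzyme. Also added: human ARF1(Δ1-17)-GTP substrate. Compound dosing: 16.5 µM single point, 1.26% DMSO. Timing: enzyme reaction 120 min at 25 °C after 20 min preincubation. Signal: GDP detection by fluorescence polarization. Read-out basis: percent inhibition of GAP-stimulated GDP formation, scaled between DMSO and no-Arfgap1 medians.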
TDP2 absorb = blocks human TDP2 phosphodiesterase activity; O95551; recombinant TDP2, T5PNP hydrolysis, p-nitrophenol absorbance 415 nm; inhibition, % at 12.8 µM; actives 0.34% (n = 370,000); AID 720702;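 active = inhibition above the mean of all tested compounds plus 3 SD, set per campaign, cut at about 25% in these data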;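 also: 0% = DMSO with enzyme and 100% = buffer with substrate but no TDP2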
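Material: recombinant human TDP2; quantity: TDP2 enzyme at 120 nM final; medium: Tris-HCl pH 7.5 with MgCl2; compound: single concentration, 12.8 µM nominal, with 1% DMSO; incubation: 2 h enzyme incubation at 37 °C; signal: epi absorbance; measure: percent inhibition; benchmarks: high control without enzyme, low control DMSO plus TDP2; repeats: singlicate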
SIAE primary = human SIAE inhibition, primary screen | Q9HAT2 | SIAE FP-Rh probe binding, fluorescence polarization | inhibition, % at 9.66 µM | actives 0.69% (n = 370,000);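 active = inhibition above a cutoff: mean of compounds within the control limits plus 3 SD of those, cut at about 17% in these data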;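 also: 0% = plate median of compound wells and 100% = probe without SIAE protein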
Numbers without * were called inactive; i = inactive; · = no result given. No enrichment for hits. Share with any hit: about 3.6%.

mol,PLCg1 inh,PLCb3 inh,SIAE primary,Tn6 DDE FP,ADAM10 inh,ADAM17 inh,ASAP1 inh,ARFGAP1 inhibitor,TDP2 absorb,DDE Tn7 FP inh
COc1ccc(C(=O)Nc2cc(C(=O)c3ccccc3)c(C)oc2=O)cc1,0,-3,-5,0,-11,-1,-9,0,6,-3
Cc1cc(C)c(OCC(=O)NCC(C)(C)N2CCOCC2)c(C)c1,4,-5,-2,8,-7,-6,14,9,-3,7
Cc1cc(C)cc(NC(=O)c2ccccc2CC[N+](=O)[O-])c1,8,4,0,0,11,7,6,6,-10,4
NC(=O)CC(NC(=O)c1ccccc1)c1ccc(N2CCCCCC2)c([N+](=O)[O-])c1 (configuration not stated),1,2,8,-7,2,8,-2,2,-13,4
CSS(=O)(=O)c1cccc2cccnc12,0,-4,8,-8,1,-2,-4,1,15,-15
NC(Cc1ccc(C(F)(F)F)cc1)c1csc(NC(=O)NCCc2ccccc2)n1 (configuration not stated),12*,-3,-4,-8,8,-2,6,-2,-13,5
COC(=O)c1sccc1NC(=S)N(C)C1CCCCC1,2,-11,1,1,3,-8,-2,1,7,6
CCOc1ccc(CNC(=O)CCCC(=O)n2ncc3cc(C)ccc32)cc1,-1,0,-2,2,-10,-8,8,-12,7,7
CCOc1ccc(N/C=C/C(=O)c2ccc(OC)c(OC)c2)cc1,-33,-43,3,-1,8,4,-2,-7,-21,1
CSc1ccc(CN(C)CC(=O)NC(=O)NC(C)(C)C)cc1,-1,2,8,13,-2,-1,0,-8,-12,-2
COc1cc(/C=N/NC(=O)c2csc3c2CCCC3)cc(OC)c1O,-16,-18,7,8,0,2,-6,-6,11,5
Cc1ccc(C(=O)c2c3ccc(N)cc3nn2CCC(N)=O)cc1,-88,-105,4,-1,-11,-2,8,-3,4,0
COc1ccc(CNC(=O)COC(=O)c2cc(-c3cccs3)nc3ccccc23)cc1OC,-449,i,-10,-7,-345,-83,8,11,-5,-12
Cc1ccc(Cl)cc1NC(=S)N(Cc1ccco1)C(C)c1cccs1 (configuration not stated),2,7,3,8,3,0,-6,6,2,-1
COc1cc(OC)c2c(-c3cccc(-c4cccc(N)c4)c3)cc(=O)oc2c1,-7,-16,-1,2,9,3,-10,3,11,7
Oc1ccc(Cl)cc1Cc1cc(Cl)ccc1O,4,-3,-6,6,26*,8,16,15,3,8
COc1ccc(C(c2c(N)[nH]c(=S)[nH]c2=O)c2c(N)[nH]c(=S)[nH]c2=O)cc1,0,-4,8,9,-1,0,-8,-17,-3,2
CCOC(=O)c1nnn2c1nc(N1CCN(c3ccccc3)CC1)c1ccccc12,2,-2,-4,3,3,1,7,10,-7,0
Cc1ccc(-c2nc3ncccn3c2NC(=O)c2cccc(C)c2)cc1,-271,-349,1,-12,-254,-74,·,·,0,-6
O=C(Cc1ccccc1)NNC(=O)C1CCN(c2ncccn2)CC1,-11,-12,-5,-3,-35,-14,7,8,-10,1
COc1ccc(-c2cccc(-c3cc(=O)oc4cc(OC)c(OC)c(OC)c34)c2)cc1,-5,-7,1,-1,-14,-5,-4,12,6,-4
CN(Cc1ccccc1)c1nc2c(c(=O)[nH]c(=O)n2C)n1C,1,-2,1,3,-9,-3,-2,5,-6,6
O=C(Nc1ccc2c(c1)CCC2)C1COc2ccccc2O1 (configuration not stated),0,-1,1,-1,4,-2,3,-10,12,7
CCOC(=O)CC(C#N)c1cn(C)c2ccccc12 (configuration not stated),-6,-7,-1,-3,2,-3,-2,-1,4,-7
N#CC/C(N)=N/NC(=O)CCCNc1ncc(C(F)(F)F)cc1Cl,-4,-10,6,1,-1,0,-5,-4,4,-9
CC(C)NC(=O)CN(Cc1ccc2c(c1)OCO2)C(=O)CCC(=O)Nc1ccccn1,0,-8,9,-1,-6,-5,-6,-11,-3,4
Fc1ccc(-c2cc(-c3nnc4n3CCCCC4)c3ccccc3n2)cc1,-6,-25,-6,-5,-63,-21,10,7,-10,-3
O=C(NC(=O)N1CCN(c2cccc(Cl)c2)CC1)c1ccccc1,3,4,3,2,2,-2,3,10,3,-1
O=C(COc1cc2oc(=O)c3c(c2cc1Cl)CCC3)NCc1ccncc1,-5,-9,1,-2,-48,-15,3,2,-4,1
Cc1ccc(NS(=O)(=O)c2cc3c(cc2Br)NC(=O)CO3)cc1C,2,-1,0,1,2,-1,-2,3,3,-1
Cc1ccc2nc(NC(=O)c3cccc(-c4cc5ccccc5oc4=O)c3)sc2c1,-6,-6,-51,2,-22,-12,-1,5,-9,-1
CCOc1ccccc1C1C(C#N)=C(N)Nc2onc(-c3ccccc3)c21 (configuration not stated),-10,-14,1,-7,-3,6,4,0,6,-4
COc1ccc(Cl)cc1NC(=O)NCC1CCN(C(=O)OC(C)(C)C)CC1,2,-5,0,4,7,1,16,6,9,2
C=CCn1cc(C(=O)OCC)c(=O)c2ccc(F)cc21,-3,-3,-3,8,-8,-6,12,2,-4,8
CC(=O)Nc1cccc(Oc2ccc([N+](=O)[O-])cc2Cl)c1,3,4,-2,7,9,1,10,5,8,0
O=C(O)C1C2C=CC(C2)C1C(=O)NCc1ccc2c(c1)OCO2 (configuration not stated),0,1,2,-2,-7,-2,-7,-7,14,4
CC(C)CCNc1nc(N)c([N+](=O)[O-])c(NCC2CCCO2)n1 (configuration not stated),3,1,0,1,-2,-3,6,6,2,5
CCN(CC)S(=O)(=O)c1ccc(-c2nnc(SCC(=O)N3c4ccccc4CC3C)o2)cc1 (configuration not stated),7,3,-9,-6,4,-4,-1,14,-28,-6
COc1ccc(NC(=S)N(CCCN2CCN(C)CC2)Cc2cccs2)cc1,-5,0,2,3,-6,-4,6,-4,-3,4
O=c1[nH][nH]cc1C=Nc1cc(Cl)ccc1O,-10,-10,11,5,6,-1,5,0,-4,5
O=C(Nc1ccc(F)cc1)C1CC2CCC1C2 (configuration not stated),2,-2,-2,-5,4,4,6,-3,-22,-7
O=C(COC(=O)CCOc1ccccc1)NCCc1ccccc1,1,-8,1,3,-6,-5,-6,8,-4,-7
COc1cccc(C(=O)CSc2nnnn2C2CCCCC2)c1,2,-3,-5,-1,1,-1,-8,13,-3,0
O=C(Cc1n[nH]c(=O)c2ccccc12)OCC(=O)N(Cc1ccccc1)Cc1ccccc1,2,-5,1,2,-5,-1,-10,-3,-3,-4
CC(C)(C)n1nc(-c2ccc(Cl)cc2)c2c(N)ncnc21,-1,0,1,4,1,-2,-1,-8,7,-1
Cn1c(=O)c2c(ncn2CC(=O)OCC(=O)NCc2ccc(Cl)cc2)n(C)c1=O,-3,-2,-1,-5,0,-5,-4,7,6,3
O=C(COC(=O)c1cccs1)NCCN1C(=O)CSC1=O,0,1,1,-1,2,-6,-1,-10,8,2
Cc1cc(C(=O)COC(=O)CC2Sc3ccccc3NC2=O)c(C)n1-c1ccc(Br)cc1 (configuration not stated),-2,-3,-21,-5,13,8.8*,6,9,11,7
O=C(Cc1noc2ccccc12)NNC(=S)Nc1ccccc1,-2,0,-6,1,20*,6,-5,1,-21,-1
Fc1ccc(NC(=S)NCc2ccccc2Cl)cc1,0,1,3,2,2,6,-12,6,-4,2

Carrying on.
mol,PLCg1 inh,PLCb3 inh,SIAE primary,Tn6 DDE FP,ADAM10 inh,ADAM17 inh,ASAP1 inh,ARFGAP1 inhibitor,TDP2 absorb,DDE Tn7 FP inh
COc1ccc(S(=O)(=O)N2CCC3(CC2)OCCN3S(=O)(=O)c2cccs2)cc1,-1,-9,9,-1,1,4,4,7,-11,-3
CCS(=O)(=O)NCC(c1ccco1)N1CCN(c2ccccc2)CC1 (configuration not stated),1,2,7,0,1,0,-1,9,-12,-9
CC1(C(=O)Nc2cccnc2)Cc2c(-c3ccccc3)ccnc2O1 (configuration not stated),1,-3,0,-5,-1,-6,-3,-8,-10,0
COc1ccccc1CNS(=O)(=O)c1c(C(=O)N2CCCCC2)c(C)n(C)c1C,-3,-5,-5,0,-1,2,-7,2,-4,-5
COc1ccc(C(=O)Nc2cc(=O)[nH]c3ncnn23)cc1,-2,-14,-10,13,2,-1,-3,7,3,-4
COc1ccc(C(=O)NNC(=O)C2CCCN(C3CC(=O)N(c4ccccc4)C3=O)C2)cc1 (configuration not stated),0,-1,-2,4,-2,-1,-3,-3,-7,-7
Cc1c(NC(=O)c2ccc3nsnc3c2)cccc1[N+](=O)[O-],2,-11,-5,0,0,-1,-2,11,-6,7

Screening data as filed in PubChem BioAssay.
